p53 reactivation – qHTS assay for re-activators of p53 using a Luc reporter | H1299 p53-A138V BP100-luciferase reporter, luminescence, 24 h | Potency, µM (series often up to 92.2 µM), for the others: top-dose activity change, positive = activation, most hits filed as activators | 320,000 tested, 0.063% active | AID 504706, 2011; note: potency is the fitted concentration of half-maximal effect; % of control where 0% means no effect; nearly all actives have a fitted effect of over 45% in size
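p53-null H1299 cells stably carrying temperature-sensitive p53-A138V and a BP100-luciferase reporter were pinned with compounds (4-point, 1:5 series) and held 24 hrs at 37 deg C. Luminescence was read 10 min after detection reagent.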
uPA surface inh – qHTS for Inhibitors of Cell Surface uPA Generation; cell surface uPA generation assay, qHTS; Potency, µM (top dose mostly 38.3 µM), for the others: at the highest dose activity change, negative = inhibition, usual class: inhibitors; 330,000 tested, 0.31% active; active = well fitted inhibition curve with a large enough effect; inconclusive = small, poorly fitted or top-dose-only effect; inactive = no such curve, though single readings can be large or run the other way; tested in mouse RAW 264.7 cells; note: potency is the fitted concentration of half-maximal effect; % is set by controls: 0 for no effect and ±100 for the full control effect; nearly all actives have a fitted effect of over 55% in size
ASM inhibitor – Inhibitors of Secretory Acid Sphingomyelinase (S-ASM): qHTS; placental ASM, HMU-PC fluorogenic substrate, 60 min; Sphingomyelin phosphodiesterase (Homo sapiens), P17405; 340,000 tested, 0.006% active; AID 504937, 2011; Potency, µM (doses to about 57.5 µM), without a hit: at the highest dose activity change, negative = inhibition, usual class: inhibitors; note: potency is the fitted concentration of half-maximal effect
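Human placenta-derived ASM enzyme was preincubated with compound for 10 minutes at room temperature, then given fluorogenic substrate HMU-PC0 (9 uM final) for 60 minutes at 37 °C; a pH 10 stop preceded fluorescence reading at Ex 386/Em 447 nm.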
PTAP TSG101 blk – qHTS Assay for Iinhibitors of HIV-1 Budding by Blocking the Interaction of PTAP/TSG101; Fluorescence polarization, FITC-PTAP peptide / Tsg101 binding; Potency, µM (top dose mostly 115 µM), for the others: at the top dose activity change, negative = inhibition, hits mostly inhibitors; 340,000 tested, under 10 active; active = well fitted inhibition curve with a large enough effect in the main read-out, with a control signal flat, not every such curve was filed as active; inconclusive = small, poorly fitted or top-dose-only effect, or effect the other way, or a change in a side signal; inactive = no such curve, though single readings can be large or run the other way; note: potency is the fitted concentration of half-maximal effect; % of control where 0% means no effect
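Fluorescence anisotropy tracks displacement of a FITC-tagged PTAP peptide (50 nM) from the Tsg101 binding domain (10 uM), following a 20 min room-temperature incubation at pH 7.5.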
TRPV1 agonist – HTS Assay for Compounds that Act as Agonists of the Vanilloid Receptor 1; activation, % at 8.33 µM; 320,000 tested, 0.19% active; TRPV1-expressing cells, Fluo-8 calcium influx, agonist mode; in the data active = activation above about 80%; inconclusive = between about 30% and that limit; note: 0% is about no effect
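Fluo-8 calcium influx in TRPV1-expressing cells, kinetic read (ex 480/em 520 nm). Compound added and read 3 min for agonist activity, followed by capsaicin at EC20 final and 2 min further read for enhancement.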
Integrin act MD – qHTS for Activators of Integrin-Mediated Alleviation for Muscular Dystrophy; alpha7betagal myoblasts, beta-gal FDG fluorescence, 48 h; AID 624291, 2012; Potency, µM (highest dose often 38.3 µM), for the others: top-dose activation, usual class: activators; 350,000 tested, 0.064% active;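 note: potency is the fitted concentration of half-maximal effect; 100% = response of the positive control SU9516; nearly all actives have a fitted effect of over 60% in size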
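alpha7betagal+/- myoblasts (passage 13, 250/well) treated 48 h at 37C with compounds at 1:260 dilution of DMSO stock. Lysed, then beta-galactosidase activity read as FDG fluorescence (ex 480/em 540) after 30 min, with pre-read for autofluorescence.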
Eya2 inh – qHTS Assay for Inhibitors of the Phosphatase Activity of Eya2; Protein phosphatase EYA2 (Homo sapiens), O00167; recombinant Eya2, OMFP fluorescence dephosphorylation (OMFP is methylfluorescein phosphate); 330,000 tested, 0.006% active; Potency, µM (titrated, usually from 76.9 µM), for the others: at the highest dose activity, negative = inhibition, hits mostly inhibitors; AID 488837, 2010; note: potency is the fitted concentration of half-maximal effect; % is set by controls: 0 for no effect and ±100 for the full control effect
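Eya2 (0.2 uM) preincubated 10 min at ambient with compound, then OMFP substrate added at 50 uM; 10 min reaction in 50 mM HEPES pH 7.5, 50 mM NaCl, 5 uM MgCl2, 0.05% BSA, 1 mM DTT. Fluorescence read at Ex 485/Em 525 nm.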
B2AR arrestin – qHTS assay of beta-arrestin-biased ligands of beta2-adrenergic receptor; Beta-2 adrenergic receptor (Homo sapiens), P07550; beta-arrestin recruitment to beta2AR, cell-based reporter; Potency, µM (highest dose often 46.1 µM), without a hit: at the top dose activation, most hits filed as activators; 330,000 tested, 0.02% active;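 note: potency is the fitted concentration of half-maximal effect; 0% = DMSO controls and full agonism = EC100 isoproterenol or metaproterenol; nearly all actives have a fitted effect of over 65% in size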
Target sequence (P07550 whole entry, looked up): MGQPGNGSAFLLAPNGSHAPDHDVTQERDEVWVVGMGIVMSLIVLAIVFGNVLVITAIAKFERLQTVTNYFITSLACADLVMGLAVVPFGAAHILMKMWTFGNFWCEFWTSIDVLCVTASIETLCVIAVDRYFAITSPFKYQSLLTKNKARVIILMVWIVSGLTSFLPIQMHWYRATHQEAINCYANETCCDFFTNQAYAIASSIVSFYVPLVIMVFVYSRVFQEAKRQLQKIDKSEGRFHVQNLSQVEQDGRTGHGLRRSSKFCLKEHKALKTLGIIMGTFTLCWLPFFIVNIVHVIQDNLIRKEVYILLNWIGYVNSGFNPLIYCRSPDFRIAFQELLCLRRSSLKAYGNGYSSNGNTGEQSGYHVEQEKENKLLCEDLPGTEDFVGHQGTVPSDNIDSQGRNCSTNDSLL
BRCA1 expr up – qHTS Assay to Identify Small Molecule Activators of BRCA1 Expression | MCF7-BRCA1-FFLuc reporter, luminescence, 48 h; response scale: scaled: vehicle 0%, 10 µM genistein 100% | Potency, µM (titrated, usually from 46.1 µM), for inactives: at the highest dose activation, actives largely listed as activators | 380,000 tested, 1.1% active | AID 624202, 2012; note: potency is the fitted concentration of half-maximal effect; nearly all actives have a fitted effect of over 80% in size; some results filed as inactive show a strong effect at the top dose
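MCF7-BRCA1-FFLuc, 2000 cells/well; 2 h attach, 37 °C/5% CO2; compound 48 h; luciferase substrate 15 min; luminescence end-point. Norm. to genistein 10 microM max activation and DMSO; concentration-response curves fitted.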
ELG1 genotoxic – qHTS screen for small molecules that induce genotoxicity in human embryonic kidney (HEK293T) cells expressing luciferase-tagged ELG1; HEK293T ELG1-luciferase reporter, luminescence, 16 h; Potency, µM (top dose mostly 46 µM), inactives show at the top dose activity change, positive = activation, usual class: activators; AID 504466, 2011; 330,000 tested, 1.3% active; note: potency is the fitted concentration of half-maximal effect; % of control where 0% means no effect; nearly all actives have a fitted effect of over 60% in size
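Quantitative HTS format in 1536-well plates. HEK293T ELG1-luciferase reporter cells receive test compound and are incubated 16 hr at 37 °C, 5% CO2; ONE-Glo added, 30 min room temperature, then luminescence read.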
USP2a block – qHTS Assay for Inhibitors of Ubiquitin-specific Protease USP2a Using CHOP2 as the Reporter; 330,000 tested, 0.01% active; USP2 core, Ub-CHOP2 coupled fluorogenic reporter, 485/531; Ubiquitin carboxyl-terminal hydrolase 2 (Homo sapiens), O75604; Potency, µM (top dose mostly 38.3 µM), for inactives: at the top dose activity change, negative = inhibition, usual class: inhibitors;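 note: potency is the fitted concentration of half-maximal effect; plate controls were DMSO wells for no effect and full inhibition by NEM control for full effect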
Target sequence (O75604 whole entry, looked up): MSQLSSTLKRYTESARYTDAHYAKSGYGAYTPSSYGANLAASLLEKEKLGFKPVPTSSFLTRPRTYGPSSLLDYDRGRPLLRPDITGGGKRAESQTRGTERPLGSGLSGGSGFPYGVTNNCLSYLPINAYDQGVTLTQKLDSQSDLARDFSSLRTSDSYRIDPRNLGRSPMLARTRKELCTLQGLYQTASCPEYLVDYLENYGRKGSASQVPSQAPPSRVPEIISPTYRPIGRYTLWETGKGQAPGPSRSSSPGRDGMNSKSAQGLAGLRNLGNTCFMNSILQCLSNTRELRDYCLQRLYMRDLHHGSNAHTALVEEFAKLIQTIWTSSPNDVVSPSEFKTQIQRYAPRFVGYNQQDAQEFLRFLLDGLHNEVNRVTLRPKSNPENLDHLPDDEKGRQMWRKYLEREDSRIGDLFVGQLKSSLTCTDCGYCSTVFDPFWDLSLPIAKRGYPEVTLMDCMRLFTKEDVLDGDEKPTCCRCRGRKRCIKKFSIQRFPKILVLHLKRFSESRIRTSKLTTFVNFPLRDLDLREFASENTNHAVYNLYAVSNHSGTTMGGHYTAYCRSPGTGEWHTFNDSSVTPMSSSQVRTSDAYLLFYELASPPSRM
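Cell-free coupled assay: 10nM USP2 core preincubated 30min RT with compound in Tris-HCl pH 8.0/CaCl2/CHAPS buffer, then 25nM Ub-CHOP2 and 25nM reporter substrate; fluorescence (Ex 485/Em 531) read after 60min RT, normalized to NEM inhibition, concentration-response curves fitted.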
An asterisk follows results filed as active; ? = inconclusive; nt = no result given; & = joins results of further samples; [ ] = remark or other dose. Unless noted, calls come from the whole dose curve; as a rule, active = well fitted curve in the direction sought with a large enough effect; inconclusive = small, poorly fitted or top-dose-only effect, or another doubt; inactive = no such curve, though single readings can be large; an effect the other way counts as inactive or inconclusive.

cpd	SMILES	p53 reactivation	uPA surface inh	ASM inhibitor	PTAP TSG101 blk	TRPV1 agonist	Integrin act MD
1	O=C(CSCCO)Nc1cccc2ccccc12	-1%	3%	2%	-8%	-2	16%
2	Cc1ccc(C)c(OCCC(=O)OCC(=O)NC2CCS(=O)(=O)C2)c1 (configuration not stated)	3%	5%	-4%	1%	-1	-1%
3	Cc1c(OCc2ccc(C(=O)O)cc2)ccc2c(-c3ccccc3)cc(=O)oc12	-5%	?	0%	-4%	6	-10%
4	N#CCc1ccc(Oc2ncccn2)cc1	1%	-6%	-2%	-6%	3	1%
5	Cc1nccn1CC1CCc2c(c3ccccc3n2C)C1=O (configuration not stated)	16%	-4%&10%	-2%&-5%	-6%&-3%	4	nt
6	COc1cccc(CN(C(=O)/C=C/c2ccco2)C2CCS(=O)(=O)C2)c1 (configuration not stated)	3%	-2%	-2%	-1%	7	-37%
7	O=C(Nc1ccon1)c1ccc(Br)o1	0%	nt	0%	-11%	-3	-41%
8	CCC(C)(C)n1nnnc1C(c1ccc2ncccc2c1)N1CCN(c2ccc(O)cc2)CC1 (configuration not stated)	-7%	-1%	-3%	1%	1	-4%
9	COCCNC(=O)c1cc2c(-c3ccccc3F)nn(C)c2s1	-4%	0%	-1%	-3%	17	-13%
10	COc1ccc(-n2c(NCCN(C)C)nc3sc4c(c3c2=O)CCCCC4)cc1	3%	2%	-2%	-4%	25	-55%[inhibitor]

cpd	Eya2 inh	B2AR arrestin	BRCA1 expr up	ELG1 genotoxic	USP2a block
1	-6%	-0.1%	0%	-4%	?
2	-5%	-0.3%	-8%	1%	2%
3	7%	0.2%	8%	-5%	0%
4	-6%	0.3%	31%	0%	4%
5	5%	0.0%	20%&12%	0%	2%
6	2%	-0.1%	-14%	0%	0%
7	4%	-0.1%	0%	2%	1%
8	2%	-0.2%	-3%	1%	3%
9	-8%	-0.3%	-63%	6%	1%
10	6%	-0.3%	-22%	5%	0%

(continued)
cpd	SMILES	p53 reactivation	uPA surface inh	ASM inhibitor	PTAP TSG101 blk	TRPV1 agonist	Integrin act MD
11	C=CCNC(=O)COc1ccc(N(C)S(=O)(=O)c2ccc(NC(C)=O)cc2)cc1	-1%	0%	1%	0%	3	-7%
12	CCOc1ccc(C2CC(=O)NC(SC)=C2C#N)cc1 (configuration not stated)	1%	-10%	1%	-5%	1	-25%
13	COc1ccc(OCC(O)Cn2ccnc2C)cc1 (configuration not stated)	-5%	1%	8%	-1%	-1	-6%
14	Cc1c(N2C(=O)CSC2c2ccco2)c(=O)n(-c2ccccc2)n1C (configuration not stated)	0%	2%	3%	-9%	0	21%
15	CS(=O)(=O)N1CCN(c2ccc(NC(=S)NC(=O)c3ccc4c(c3)OCO4)cc2)CC1	-4%	-10%	-3%	0%	1	42%
16	CCn1ccnc1CN1CCC(n2nccc2NC(=O)CCc2ccccc2)CC1	-1%	1%	4%	0%	1	0%
17	COc1ccc(C)cc1NC(=O)C1CCN(S(=O)(=O)c2c(C)noc2C)CC1	-18%	2%	3%	-4%	-3	5%
18	CC(C)(CO)CNC(=O)CCc1nnc(CCCc2ccccc2)o1	11%	8%	1%	-1%	1	50%
19	O=C(CSc1nc2cc(S(=O)(=O)N3CCOCC3)ccc2o1)Nc1c(F)cccc1F	-2%	-8%	6%	0%	1	-15%
20	O=C1NN(c2ccc(Cl)c(Cl)c2)C(=O)/C1=C/c1cccc(OC(=O)c2cccs2)c1	6%	nt	nt	nt	-2	nt

cpd	Eya2 inh	B2AR arrestin	BRCA1 expr up	ELG1 genotoxic	USP2a block
11	7%	0.3%	-7%	0%	1%
12	-11%	0.4%	4%	7%	-1%
13	5%	0.1%	13%	1%	1%
14	1%	0.8%	-8%	0%	-1%
15	7%	0.0%	10%	-2%	2%
16	12%	-1.5%	-11%	-4%	3%
17	10%	0.3%	-9%	-6%	0%
18	-1%	0.1%	37%	4%	-4%
19	-2%	0.2%	4%	-3%	0%
20	11%	-0.1%	nt	1%	1%

(list continues)
cpd	SMILES	p53 reactivation	uPA surface inh	ASM inhibitor	PTAP TSG101 blk	TRPV1 agonist	Integrin act MD
21	Cn1c2ccc(F)cc2c2ncn(CC3CCCO3)c(=O)c21 (configuration not stated)	0%	-4%	2%	-3%	4	-10%
22	C=CCn1c(C)c(C(C)=O)c(N2CCN(C(c3ccccc3)c3ccccc3)CC2)nc1=S	-2%	0%	-4%	-3%	14	-27%
23	O=C(Nc1cccc(S(=O)(=O)N2CCCCC2)c1)C1CC(=O)N(Cc2ccco2)C1 (configuration not stated)	-3%	-6%	-2%	-1%	6	-3%
24	CCOC(=O)c1ccccc1NC(=O)COC(=O)Cc1ccccc1F	-1%	-1%	-4%	-2%	7	-6%
25	Cc1cccc(-n2c(N)cc(=O)nc2SCC(=O)NC2CCCCC2)c1	-3%	1%	1%	-7%	-1	10%
26	CCOc1ccc(Nc2cc(C)nc3nc(C)nn23)cc1	-8%	15%	-2%	-3%	-3	27%
27	CCC(C(=O)OC)n1cnc2c(nnn2-c2ccccc2)c1=O (configuration not stated)	nt	-1%	0%	-4%	0	6%
28	NC(=O)NC(=O)CC1S/C(=N/N=C/c2ccccc2)NC1=O (configuration not stated)	0%	-1%	1%	-2%	-2	?
29	O=C(CSc1ccccn1)N1CCN(S(=O)(=O)c2ccc(Cl)cc2)CC1	2%	1%	7%	-5%	2	16%
30	O=C(CNC(=O)c1cccc(Cl)c1)Nc1ccc(F)c(F)c1F	8%	16%	0%	-1%	4	9%

cpd	Eya2 inh	B2AR arrestin	BRCA1 expr up	ELG1 genotoxic	USP2a block
21	3%	0.4%	75%	10%	4%
22	-27%	0.2%	-62%	-14%	-7%
23	-7%	0.1%	-7%	-4%	1%
24	-10%	0.1%	-14%	0%	-2%
25	-1%	3.7%	12%	3%	1%
26	0%	-2.4%	31%	1%	2%
27	?	-4.2%	14%	3%	-1%
28	0%	0.1%	1%	0%	5%
29	-15%	-0.9%	-1%	-2%	-1%
30	-4%	-0.4%	6%	1%	4%

A second format for some results above.
Every second line gives: p53 reactivation, uPA surface inh, ASM inhibitor, PTAP TSG101 blk, TRPV1 agonist, Integrin act MD, Eya2 inh, B2AR arrestin, BRCA1 expr up, ELG1 genotoxic, USP2a block
25. Cc1cccc(-n2c(N)cc(=O)nc2SCC(=O)NC2CCCCC2)c1
    -3%, 1%, 1%, -7%, -1, 10%, -1%, 3.7%, 12%, 3%, 1%
26. CCOc1ccc(Nc2cc(C)nc3nc(C)nn23)cc1
    -8%, 15%, -2%, -3%, -3, 27%, 0%, -2.4%, 31%, 1%, 2%
27. CCC(C(=O)OC)n1cnc2c(nnn2-c2ccccc2)c1=O (configuration not stated)
    nt, -1%, 0%, -4%, 0, 6%, ?, -4.2%, 14%, 3%, -1%
28. NC(=O)NC(=O)CC1S/C(=N/N=C/c2ccccc2)NC1=O (configuration not stated)
    0%, -1%, 1%, -2%, -2, ?, 0%, 0.1%, 1%, 0%, 5%
29. O=C(CSc1ccccn1)N1CCN(S(=O)(=O)c2ccc(Cl)cc2)CC1
    2%, 1%, 7%, -5%, 2, 16%, -15%, -0.9%, -1%, -2%, -1%

Next section:
cpd	SMILES	p53 reactivation	uPA surface inh	ASM inhibitor	PTAP TSG101 blk	TRPV1 agonist	Integrin act MD
31	CCO[C@H]1OC(C(=O)NCc2ccccc2)=C[C@@H](C)[C@@H]1CCCO	7%	1%	11%	-5%	-2	10%
32	COc1ccc(OCCCC(=O)N(CCC2=CCCCC2)c2c(N)n(Cc3ccccc3)c(=O)[nH]c2=O)cc1	0%	2%	2%	2%	-2	0%
33	Cn1nnnc1SCC(=O)Nc1nn(-c2ccccc2)nc1C(N)=O	-1%	0%	4%	-1%	-4	12%
34	CCOc1ccccc1NC(=O)c1csc(C)c1C	3%	-2%	0%	-6%	9	5%

cpd	Eya2 inh	B2AR arrestin	BRCA1 expr up	ELG1 genotoxic	USP2a block
31	-3%	-0.4%	21%	2%	-1%
32	-22%	-0.9%	-18%	2%	1%
33	-10%	-0.5%	-2%	-5%	0%
34	-11%	-1.0%	-26%	0%	2%
